PP1 inh – counter-screen for PP5 inhibitors: inhibitors of human PP1-alpha | P62136 | AID 2235 | inhibition, % at 6.7 µM | 320,000 tested, 0.9% active | purified PP1alpha, OMFP fluorescence;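 active means inhibition above the mean inhibition of all tested compounds plus 3 SD, computed separately for each screening campaign, cut at about 15% in these data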
PAFAH2 FP inh – PAFAH2 (human) inhibition | Q99487 | recombinant PAFAH2, FP-rhodamine activity probe, fluorescence polarization | inhibition, % at 3.39 µM | 340,000 tested, 0.99% active | AID 492956;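 active means inhibition above the mean over all tested compounds plus 3 SD, cut at about 30% in these data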;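 further: inhibitors block probe labeling of enzyme so polarization drops; 0% = enzyme with DMSO and 100% = wells lacking PAFAH2 protein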
procasp7 counter – counter-screen: procaspase-7 (human) activation; 330,000 tested, 0.093% active; recombinant procaspase-7, Ac-DEVD-pNA absorbance 405 nm; D23A/D198A/D206A triple mutant, cannot self-cleave; scale: DMSO 0, 5 µM enzyme 100; AID 463210; activation, % at 8.5 µM;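 active means percent activation above the screen-wide mean plus 3 SD, cut at about 25% in these data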
Target sequence (P55210 whole entry D23A/D198A/D206A): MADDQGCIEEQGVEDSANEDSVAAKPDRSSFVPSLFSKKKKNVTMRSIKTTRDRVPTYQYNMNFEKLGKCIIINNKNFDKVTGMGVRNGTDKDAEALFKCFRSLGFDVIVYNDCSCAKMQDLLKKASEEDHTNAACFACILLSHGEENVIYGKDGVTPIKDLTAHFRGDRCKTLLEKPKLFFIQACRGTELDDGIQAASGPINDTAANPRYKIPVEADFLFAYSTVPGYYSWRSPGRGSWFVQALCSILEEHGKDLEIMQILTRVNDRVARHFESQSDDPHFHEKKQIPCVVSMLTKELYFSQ
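Assay system: Uncleavable procaspase-7 mutant enzyme | Input: 2 µM procaspase-7 mutant as dispensed | Timing: 1 h compound preincubation, 2 h substrate cleavage, 25 °C | Repeats: One well per compound | Control set: DMSO wells as 0%, DMSO with 5 µM added PC-7 as 100% | Technique: Epi-absorbance of released pNA at 405 nm, two timepoints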
AHR act – activates the human aryl hydrocarbon receptor; activation, % at 5 µM; 320,000 tested, 2.5% active; P35869; AHR-responsive luciferase reporter cells, luminescence; AID 2796; in the data active means activation above about 47%;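 further: 0% = vehicle wells and 100% = reference agonist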
core dimer inh – HCV core protein dimerization inhibition; TR-FRET GST/Flag-core106 dimerization, 1536-well; inhibition, % at 5 µM; 300,000 tested, 0.33% active;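 active means inhibition above the mean of all tested compounds plus 3 SD, set per screening campaign, cut at about 45% in these data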
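Material: GST/Flag-tagged HCV core106 proteins. Incubation: 4 h, 22.5 °C incubation. Read-out basis: inhibition (%) from 671 over 617 nm ratio. Measured by: TR-FRET, excitation 340 nm, emission 617 and 671 nm.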
TPT1 inhibitor – blocks Candida albicans tRNA 2'-phosphotransferase | 300,000 tested, 0.81% active | AID 1962 | recombinant caTPT1, FP RNA substrate dephosphorylation | inhibition, % at 5 µM;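 active means inhibition above the mean of all tested compounds plus 3 SD, set per screening campaign, cut at about 24% in these data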;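 further: plate controls were DMSO alone for no effect and ferristatin control at 100 nM for full effect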
proCasp3 act – procaspase-3 (human) activation. recombinant procaspase-3 D3A, Ac-DEVD-pNA absorbance 405 nm. P42574. activation, % at 8.5 µM. 330,000 tested, 0.11% active;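 active means activation above the mean of all tested compounds plus 3 SD, cut at about 21% in these data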;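 further: 0% = DMSO alone and 100% = DMSO wells spiked with extra 5 µM PC-3 D3A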
Target sequence (P42574 whole entry D9A/D28A/D175A): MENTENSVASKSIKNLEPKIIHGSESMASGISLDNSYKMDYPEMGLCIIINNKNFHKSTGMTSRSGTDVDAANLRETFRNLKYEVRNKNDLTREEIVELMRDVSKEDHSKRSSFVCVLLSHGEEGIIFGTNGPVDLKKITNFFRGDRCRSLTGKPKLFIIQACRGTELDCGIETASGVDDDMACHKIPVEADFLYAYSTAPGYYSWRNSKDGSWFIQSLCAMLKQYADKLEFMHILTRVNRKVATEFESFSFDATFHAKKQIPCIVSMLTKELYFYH
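Evaluation: percent activation relative to control range; Material: Procaspase-3 D3A mutant, all three cleavage aspartates alanine; Compound: single dose, 8.5 µM nominal compound, 0.8% DMSO; Replication: one well per compound; Signal: absorbance at 405 nm, 0 and 120 min; Schedule: 1 h preincubation plus 2 h reaction at 25 °C.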
Fh CTSL1 inh – blocks F. hepatica cathepsin L1 in PFM18AAP counter-screen. recombinant F. hepatica cathepsin L1, Z-Leu-Arg-MCA fluorescence. inhibition, % at 5.96 µM. 300,000 tested, 0.49% active. AID 1906;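 active means inhibition above the mean of all tested compounds plus 3 SD, set per screening campaign, cut at about 17% in these data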;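 further: 0% = plate median of test compound wells and 100% = 1 µM Z-Phe-Ala-diazomethylketone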
PP5 inh – inhibitors of human protein phosphatase 5 (PP5); P53041; purified PP5c, OMFP substrate fluorescence; inhibition, % at 6.7 µM; 320,000 tested, 0.18% active;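 active means inhibition above the campaign's mean inhibition across all tested compounds plus 3 SD, cut at about 9.5% in these data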;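 further: 0% = DMSO only and 100% = 100 µM cantharidin control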
Target sequence (P53041 whole entry, looked up): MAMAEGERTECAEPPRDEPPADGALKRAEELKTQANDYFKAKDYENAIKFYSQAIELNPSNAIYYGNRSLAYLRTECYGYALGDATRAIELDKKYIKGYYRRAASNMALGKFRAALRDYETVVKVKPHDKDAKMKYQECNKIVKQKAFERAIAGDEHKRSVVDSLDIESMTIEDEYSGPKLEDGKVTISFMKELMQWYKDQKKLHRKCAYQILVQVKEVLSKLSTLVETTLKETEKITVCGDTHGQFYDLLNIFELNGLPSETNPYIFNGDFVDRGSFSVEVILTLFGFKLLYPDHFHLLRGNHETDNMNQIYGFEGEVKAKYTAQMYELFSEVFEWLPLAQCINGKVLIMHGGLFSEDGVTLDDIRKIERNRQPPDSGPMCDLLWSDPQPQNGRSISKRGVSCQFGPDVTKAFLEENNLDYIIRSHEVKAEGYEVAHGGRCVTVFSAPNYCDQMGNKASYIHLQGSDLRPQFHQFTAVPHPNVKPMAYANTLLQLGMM
* marks the source's active call; other numbers are inactive results; · = no result given.

Compound	PAFAH2 FP inh	procasp7 counter	PP1 inh	core dimer inh	TPT1 inhibitor	PP5 inh	Fh CTSL1 inh	AHR act	proCasp3 act
CCc1ccc(CNC(=O)c2ccc3nc(C4CCCCC4)oc3c2)nc1	-19	-6	5	-7	-3	5.1	-5	10	6
CC(C)Cn1c(N)c(C(=O)COC(=O)c2cc(-c3ccco3)nc3ccccc23)c(=O)n(C)c1=O	1	-10	10	54*	16	5.6	4	-1	-6
Cc1ccc(C(=O)CSc2n[nH]c(-c3ccco3)n2)cc1C	8	-9	2	4	-1	2.5	0	-8	1
Cc1ccc(NNC(=O)c2ccno2)cc1Cl	3	-7	-4	0	0	0.6	0	5	-10
Clc1cccc(CNCC2CCCO2)c1Cl (stereo not given)	7	10	-3	9	4	-0.1	-1	0	-2
O=C(Nc1ccc(F)cc1)C(c1ccccc1)N1CCN(S(=O)(=O)c2ccc3ccccc3c2)CC1 (stereo not given)	-16	8	5	10	1	2.7	-4	1	7
Cc1ccccc1CSc1nnc2ccc(-c3ccncc3)nn12	-9	3	-4	-6	4	1.4	4	4	-3
O=C1CC(c2ccccc2)n2nc(NC(=O)c3ccccn3)nc2N1 (stereo not given)	13	4	-3	-2	-4	2.0	-1	0	-1
Cc1ccc(S(=O)(=O)n2nc(-c3ccco3)nc2N)cc1	1	8	-2	0	1	-0.4	-6	1	-1
OCC1(CCOc2ccccc2)CCN(Cc2nc3ccc(F)cc3[nH]2)CC1	-4	-1	-3	3	3	1.1	1	6	5
O=C(c1cc2c(s1)CCCCC2)N1CCN(c2ncccn2)CC1	6	-8	-6	9	-3	3.0	-2	3	-1
COc1cccc(C(=O)Nc2ncc3c(n2)CC(C)(C)CC3=O)c1	-3	11	2	3	3	0.8	-3	9	-8
CCCN1C2=NS(=O)(=O)CCN2c2ccccc21	3	10	-3	-2	-3	-1.5	1	6	-5
CC(=O)N1CCCc2cc(S(=O)(=O)NC(C(=O)NC(C)c3ccccc3)C(C)C)ccc21 (stereo not given)	-3	4	1	2	-1	1.8	2	-1	11
CCOc1ccc(C(=O)NC(C(=O)NCc2ccccc2OC)C(C)C)cc1 (stereo not given)	0	9	-7	2	1	1.1	6	1	0
CC(C)N(C(=O)CSc1nc2c([nH]1)c(=O)n(C)c(=O)n2C)c1ccccc1	-11	-5	3	-27	-2	-7.9	11	10	0
CC(C)Cn1c(=O)c2ccccc2n2c(CCC(=O)NC3CCN(Cc4ccccc4)CC3)nnc12	7	-5	3	0	-4	0.2	1	4	1
O=C(CCC1CCCC1)Nc1ccc(C(=O)NCc2cccnc2)cc1	10	-10	-3	-6	-5	0.9	-6	2	7
Cc1cccc(N2CC(C(=O)Nc3nccs3)CC2=O)c1C (stereo not given)	3	3	-4	0	2	0.4	5	-1	2
Cc1ccc2c(c1)N(CC(=O)N(Cc1ccc3c(c1)OCO3)CC1CCCO1)C(=O)C(C)O2 (stereo not given)	-6	-8	2	2	0	3.8	5	2	6
CCn1cc(C(=O)N2CCN(c3ccccc3F)CC2)c(=O)c2ccc(C)nc21	13	0	-2	4	0	2.2	-1	-1	3
CCOc1ccccc1C1C(C#N)=C(SCC(=O)OC)NC(=O)C1C(=O)OC (stereo not given)	-1	1	-5	7	-4	0.1	0	0	8
O=C(Nc1ccc(F)cc1F)c1cccn1-c1ncc(C(F)(F)F)cc1Cl	-4	4	-4	-1	-1	-0.1	-5	1	4
O=C(Cc1ccc(Cl)cc1)N/N=C/c1c(Cl)cccc1Cl	-5	5	-1	-1	-2	0.7	-1	-1	-9
CCOC(=O)c1c(N)sc2c1CCCC2=O	6	7	-3	1	-3	1.2	2	3	11
O=C(CCC(=O)N1CCN(S(=O)(=O)c2ccc([N+](=O)[O-])cc2)CC1)N1CCOCC1	6	3	·	·	·	·	·	0	0
CCN(C(=O)CSc1nnc(Cn2nnc3ccccc32)o1)c1nc(C)cs1	-6	-4	-2	3	0	-0.3	3	6	-7
Cc1cccc(NC(=O)Cn2nc(-c3cccs3)ccc2=O)c1C	0	4	-1	-6	-2	1.1	1	9	7
COC(=O)c1c(NC(=O)c2cccs2)sc2c1CCC(C)C2 (stereo not given)	-7	2	-2	-4	0	2.1	-2	5	0
COc1ccccc1Cn1[nH]nnc1=S	0	-13	1	-7	3	2.2	-3	-1	-6
O=C(Cn1ncc2c3ccccc3n(Cc3ccccc3)c2c1=O)N1CCN(c2ccccn2)CC1	7	-1	5	16	-2	0.1	0	1	-1
COC(=O)c1ccc(NC(=O)COc2ccc(S(=O)(=O)NC(C)(C)C)cc2)cc1	0	11	-2	2	3	1.1	-1	9	-1
Fc1ccc(COc2ccc(-c3nnco3)cc2)cc1	·	0	-4	-1	-2	-1.6	-1	-9	3
COc1ccc(C(=O)/C=C/C(=O)N(Cc2ccccc2)C(C(=O)NC2CCCCC2)c2ccncc2)c(O)c1 (stereo not given)	3	-9	0	6	0	1.4	1	1	1
CC12CN3CC(C)(CN(C1)C3c1ccc3ccccc3c1O)C2=O (stereo not given)	2	-9	-1	4	-3	-0.6	1	18	-5
COc1ccc(N(C(=O)c2ccc(Cl)cc2)C2=CC3CCC(C2)N3C)cc1 (stereo not given)	-4	11	-6	-2	0	-1.0	-2	0	0
CC1CCN(C(=O)c2[nH]cnc2C(=O)NCC(=O)OCc2ccccc2)CC1	2	0	-2	9	2	-0.4	4	-1	4
CCOc1ccc(-c2c(C(=O)N/N=C/c3c[nH]c4ccccc34)nnn2-c2nonc2N)cc1	10	5	1	11	1	4.7	8	19	-2
Cc1cc(C)[n+](C)n1CC(O)Cn1c2ccccc2c2ccccc21 (stereo not given)	1	0	-3	-5	1	-1.1	9	2	-2
Cc1ccc(S(=O)(=O)NN2C(=O)c3ccccc3NC2c2ccco2)cc1 (stereo not given)	·	-3	-1	1	1	3.1	-3	0	8
Cc1cc(C(=O)O[C@H]2[C@H](C)NS(=O)(=O)[C@H]3C[C@@H]4C=C[C@]23O4)cc([N+](=O)[O-])c1	6	5	-1	·	·	1.9	·	0	1
COc1ccc(CC(=O)OCC(=O)NCCc2ccccc2)cc1OC	0	-5	-1	-3	-3	2.9	-6	-2	5
O=C(Nc1ncccn1)C1CCCCC1	10	-5	-2	-3	0	-2.0	1	1	8
CC1=C(C(=O)Nc2ccccn2)C(c2ccc(Br)cc2)n2ncnc2N1 (stereo not given)	6	2	-2	0	-8	2.2	3	1	-4
Cc1cccc(C(=O)NC(=S)Nc2cccc3nc(C)ccc23)c1	-2	-11	8	-1	-1	2.3	0	31	-7
CCOc1ccc(-c2nc(N)nc(C)c2-c2ccc(OC)c(OC)c2)c(O)c1	1	0	3	2	-2	1.1	-5	24	5
CCN(c1ccccc1)S(=O)(=O)c1ccc(OC)c(NC(=O)C2CCC2)c1	15	0	·	·	·	·	·	0	2
Cc1ccc(OCCOC(=O)c2sc(=S)n(C)c2C)cc1	3	3	-4	-11	-2	7.2	4	-1	-2
Cc1cccc(/C=N/NC(=O)c2cc(C3CC3)nc3ccccc23)n1	8	-2	-3	4	-1	1.3	-2	6	-3
CCOc1ccc(S(=O)(=O)Nc2ccc(C(=O)NCC(c3ccco3)N(C)C)cc2)cc1 (stereo not given)	1	1	-1	-7	1	3.3	3	3	5
Cc1ccccc1CN1N=C(/C=C/c2ccccc2)CCC1=O	0	8	-1	4	-4	4.8	1	2	2
O=C(NNc1ccccc1[N+](=O)[O-])Nc1ccccc1	1	-15	-3	13	-5	-0.3	-1	9	-12
O=S(=O)(Nc1ccc2c(c1)OCO2)c1cccs1	-2	5	-4	1	3	0.1	4	5	-5
CCOC(=O)C1CCN(C(=O)C(=O)Nc2ccc3nc4n(c(=O)c3c2)CCCCC4)CC1	4	4	-3	-4	-3	0.1	-3	0	9
O=C(c1ccccc1-c1nc2ccccc2[nH]1)N1CCCCC1	0	5	-1	-6	-5	0.2	2	21	5
COc1ccc(-c2cc(=Nc3ccc(C(=O)O)cc3)c3cc(C)ccc3o2)cc1	-3	-8	2	4	2	-0.5	6	-6	2
CC(=O)N1c2c(cc(Br)cc2S(=O)(=O)N2CCCCC2)CC1C (stereo not given)	4	2	-2	5	0	6.1	-1	2	0
Cc1ncoc1C(=O)NCc1ccccc1Cl	2	1	-2	1	-2	0.3	-4	-1	-4
Cc1ccc(C(=O)CSc2nnc(CNc3nc(-c4ccccc4)cs3)n2C)cc1	4	2	4	20	3	4.7	-2	4	3
CCC(=O)Nc1c(S(=O)(=O)c2ccccc2)c2nc3ccccc3nc2n1C(C)c1ccccc1 (stereo not given)	16	-23	-5	15	2	4.3	4	2	6

(next part)
Compound	PAFAH2 FP inh	procasp7 counter	PP1 inh	core dimer inh	TPT1 inhibitor	PP5 inh	Fh CTSL1 inh	AHR act	proCasp3 act
O=C(O)C1C2C=CC(C2)C1C(=O)NCCc1ccccc1 (stereo not given)	5	9	0	0	-1	3.0	-10	2	4
O=C(NCCCCCCNC(=O)c1cncc(O)c1)c1cncc(O)c1	-3	-3	-1	2	2	1.9	-1	2	-6
CSC1=NCCN1C(=O)Cc1ccc(-c2ccccc2)cc1	4	3	-4	6	-2	0.9	0	-3	7
O=C(N/N=C/c1ccc[nH]1)c1ccccc1O	6	3	-1	-2	8	-1.5	4	20	-13
CCOc1ccc(NCc2cc3cc(OC)ccc3[nH]c2=O)cc1	-1	-19	-2	-6	-2	4.4	0	1	-6
Cc1ccc(C(=O)N/C(=C/c2ccco2)C(=O)N2CCOCC2)cc1	-2	-2	0	3	0	2.1	1	2	2
N#Cc1c(C(F)(F)F)cc(=O)[nH]c1SCC(=O)O	-4	4	-5	-2	0	0.5	0	1	5
C[C@@H](O)c1nc2ccccc2n1N	2	12	-3	0	2	0.4	-4	4	3
COc1cccc(C(=O)N2CCN(Cc3ccccn3)CC2)c1	5	12	-1	-1	4	-0.4	3	3	-1
COc1ccc(-n2cnnc2SCC(=O)Nc2cccnc2Cl)cc1	3	12	-1	0	-1	2.4	0	0	-1

Laid out differently: entries from further up
CSC1=NCCN1C(=O)Cc1ccc(-c2ccccc2)cc1
  PAFAH2 FP inh = 4 | procasp7 counter = 3 | PP1 inh = -4 | core dimer inh = 6 | TPT1 inhibitor = -2 | PP5 inh = 0.9 | Fh CTSL1 inh = 0 | AHR act = -3 | proCasp3 act = 7

Cc1ccc(C(=O)N/C(=C/c2ccco2)C(=O)N2CCOCC2)cc1
  PAFAH2 FP inh = -2 | procasp7 counter = -2 | PP1 inh = 0 | core dimer inh = 3 | TPT1 inhibitor = 0 | PP5 inh = 2.1 | Fh CTSL1 inh = 1 | AHR act = 2 | proCasp3 act = 2

N#Cc1c(C(F)(F)F)cc(=O)[nH]c1SCC(=O)O
  PAFAH2 FP inh = -4 | procasp7 counter = 4 | PP1 inh = -5 | core dimer inh = -2 | TPT1 inhibitor = 0 | PP5 inh = 0.5 | Fh CTSL1 inh = 0 | AHR act = 1 | proCasp3 act = 5

CCOc1ccc(NCc2cc3cc(OC)ccc3[nH]c2=O)cc1
  PAFAH2 FP inh = -1 | procasp7 counter = -19 | PP1 inh = -2 | core dimer inh = -6 | TPT1 inhibitor = -2 | PP5 inh = 4.4 | Fh CTSL1 inh = 0 | AHR act = 1 | proCasp3 act = -6

Bioassay records as filed in PubChem.
